3T3 cytotox: kills NIH 3T3 cells; NIH 3T3 viability, CellTiter-Glo ATP luminescence, 48-72 h; Potency, µM (series often up to 96.7 µM), for the others: at the top dose activity change, negative = cytotoxicity, most hits filed as inhibitors; 94,000 compounds, 4.3% hits; AID 1345082; note: potency is the fitted concentration of half-maximal effect; nearly all actives have a fitted effect of over 55% in size
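NIH 3T3 cells at 400 cells/well received 23 nL of compound by pintool and were incubated 48 or 72 h at 37 °C. Viability was read as ATP-coupled CellTiter-Glo luminescence.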
HEK cytotox: HEK 293 cell cytotoxicity; HEK 293 viability, ATP luminescence (CellTiter-Glo), 48-72 h; AID 1345083; Potency, µM (highest dose often 115 µM), without a hit: at the top dose activity change, negative = cytotoxicity, usual class: inhibitors; 94,000 compounds, 6.6% hits; note: potency is the fitted concentration of half-maximal effect; nearly all actives have a fitted effect of over 60% in size
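Viability of HEK 293 cells, plated at 250 cells/well, was judged by cellular ATP after compound treatment for 48 or 72 hr. Luminescence was imaged 10 min after CellTiter-Glo addition at room temperature.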
SNCA expr inh: inhibitors of alpha-synuclein (SNCA) gene expression; HEK-293 SNCA-luciferase knock-in, luminescence, 24 h; Potency, µM (highest dose often 57.2 µM), without a hit: at the highest dose activity change, negative = inhibition, most hits filed as inhibitors; 140,000 compounds, 0.17% hits; AID 1671194;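 note: potency is the fitted concentration of half-maximal effect; plate controls were DMSO cells for no effect and cell-free wells for full effect; nearly all actives have a fitted effect of over 45% in size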
FLuc inh: inhibitors of firefly (Photinus pyralis) luciferase | purified P. pyralis luciferase, luminescence, biochemical | Potency, µM (series often up to 115 µM), without a hit: at the top dose activity change, negative = inhibition, hits mostly inhibitors | AID 1347043 | P08659 | 76,000 compounds, 2.5% hits; note: potency is the fitted concentration of half-maximal effect; nearly all actives have a fitted effect of over 65% in size
Target sequence (P08659 whole entry, looked up): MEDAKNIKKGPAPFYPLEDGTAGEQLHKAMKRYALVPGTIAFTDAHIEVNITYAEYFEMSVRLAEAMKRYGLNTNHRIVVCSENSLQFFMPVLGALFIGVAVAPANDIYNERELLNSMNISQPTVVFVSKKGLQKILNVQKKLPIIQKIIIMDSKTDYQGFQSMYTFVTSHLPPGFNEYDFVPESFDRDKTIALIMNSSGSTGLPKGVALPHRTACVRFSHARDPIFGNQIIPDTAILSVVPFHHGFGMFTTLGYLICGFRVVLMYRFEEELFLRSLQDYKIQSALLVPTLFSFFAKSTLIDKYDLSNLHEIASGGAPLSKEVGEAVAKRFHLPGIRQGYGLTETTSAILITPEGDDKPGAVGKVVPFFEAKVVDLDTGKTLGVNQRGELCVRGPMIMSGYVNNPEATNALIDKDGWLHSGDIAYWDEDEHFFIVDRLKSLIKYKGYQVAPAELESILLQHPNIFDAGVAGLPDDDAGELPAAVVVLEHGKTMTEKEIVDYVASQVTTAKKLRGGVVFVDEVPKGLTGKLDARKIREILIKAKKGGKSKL
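Luminescence read by CCD imager after adding enzyme (10nM final) to wells holding compound, titrated in qHTS. Substrates 10uM each D-luciferin and ATP; buffer 50mM Tris acetate pH 7.5, 10mM Mg acetate, Tween-20, BSA.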
IP6K1 inh: inhibitors of human IP6K1. IP6K1 kinase, ADP-Glo luminescence, 2 h; active compounds read low. AID 1645851. Q92551. 140,000 compounds, 0.81% hits. activity change, % (series mostly up to about 58 µM); in the data active = activity change below about -25%
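ADP-Glo luminescence measures ADP made by human IP6K1 during a 2 h RT reaction with ATP/IP6 (mix at 1.3 mM/130 uM); top library doses 57.5 and 19.1 uM final.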
GPT2 inh: GPT2 alanine aminotransferase inhibition. AID 1671188. Potency, µM (series often up to 57.7 µM), for the others: at the highest dose activity change, negative = inhibition, usual class: inhibitors. Recombinant GPT2, coupled pyruvate oxidase/HRP Amplex Red fluorescence. 100,000 compounds, 0.25% hits; note: potency is the fitted concentration of half-maximal effect; nearly all actives have a fitted effect of over 60% in size; many of its hits are not listed in these tables
Target sequence (Q8TD30 whole entry, looked up): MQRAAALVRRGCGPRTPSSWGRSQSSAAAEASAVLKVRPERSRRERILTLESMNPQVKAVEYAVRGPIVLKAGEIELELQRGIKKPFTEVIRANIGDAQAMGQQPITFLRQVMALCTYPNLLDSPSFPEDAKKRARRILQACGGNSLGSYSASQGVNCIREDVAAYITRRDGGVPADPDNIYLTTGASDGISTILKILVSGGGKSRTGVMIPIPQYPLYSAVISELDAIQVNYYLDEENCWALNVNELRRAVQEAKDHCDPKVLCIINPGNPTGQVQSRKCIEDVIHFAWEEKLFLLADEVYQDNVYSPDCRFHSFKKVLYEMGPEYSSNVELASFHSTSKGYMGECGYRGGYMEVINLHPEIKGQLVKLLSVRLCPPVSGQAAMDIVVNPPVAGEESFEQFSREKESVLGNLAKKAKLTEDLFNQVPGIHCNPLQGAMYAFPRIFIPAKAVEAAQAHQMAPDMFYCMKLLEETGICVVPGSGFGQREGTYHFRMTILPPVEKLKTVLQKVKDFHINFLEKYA
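Fluorescence of coupled pyruvate oxidase/HRP/Amplex Red system (50uM Amplex, 30 min, dark) reports pyruvate formed by GPT2. Enzyme reaction: 10ng/uL GPT2, 2mM L-alanine, 250uM a-KG, 30 min room temperature, pH 7.5; 50uM AOA control.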
HEK293 viab: reduces viability of HEK-293 SNCA reporter cells; HEK-293-SNCA-luc viability, GF-AFC fluorescence, 24 h; Potency, µM (titrated, usually from 57.1 µM), without a hit: top-dose activity change, negative = cytotoxicity, usual class: cytotoxic; 150,000 compounds, 0.12% hits;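 note: potency is the fitted concentration of half-maximal effect; 0% = DMSO-treated cells and -100% = medium-only wells without cells; nearly all actives have a fitted effect of over 30% in size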
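HEK-293-SNCA-luc cells (1500/well) plated 24 h, then exposed 24 h to a dilution series; GF-AFC added 30 min at 37C, fluorescence 405/540 nm; normalised to medium-only and DMSO wells, Hill fit.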
Numbers without * were called inactive; i = inactive; ? = inconclusive; . = no result given; & = joins results of further samples; [ ] = remark or other dose. Unless noted, calls come from the whole dose curve; as a rule, active = well fitted curve in the direction sought with a large enough effect; inconclusive = small, poorly fitted or top-dose-only effect, or another doubt; inactive = no such curve, though single readings can be large; an effect the other way counts as inactive or inconclusive. Unless noted, % is set by controls: 0 for no effect and ±100 for the full control effect.

smiles,3T3 cytotox,HEK cytotox,SNCA expr inh,FLuc inh,IP6K1 inh,GPT2 inh,HEK293 viab
CCCCN1CCN(C(=O)C2(c3ccc(NS(C)(=O)=O)cc3)CCCCC2)CC1,-29%,-19%,12%,-9%,14,-24%,3%
O=C(NCCNC(=O)c1ccc(-c2cccc(C(F)(F)F)c2)cc1)c1ccncc1,?,40µM*,.,.,0,.,.
Cc1ccc(NC(=O)Cn2c(-c3ccccc3)nc(C)c(CCO)c2=O)cc1Cl,28µM*,?,?,-7%,-6,4%,?
CCNC(=O)c1cccc2c1CCN2S(=O)(=O)c1cccc(C)c1,-23%,?,14%,3%,-10,i,5%
Cc1cccc(C)c1NC(=O)C(C)N (stereo not given),.,.,-11%,.,-5,?,3%
COCc1cn([C@H]2CO[C@H]3[C@@H]2OC[C@H]3O)nn1,-23%[174 µM],-16%[230 µM],33%[87.6 µM],-17%[230 µM],1,1%[88.5 µM],5%[87.6 µM]
CC(C)CNC(=O)N1CCC(OC2CCN(S(C)(=O)=O)CC2)CC1,-9%,6%,-12%,-1%,-8,i,3%
O=C(c1ccsc1)N1CCCn2cc(-c3ccccc3F)nc21,i,-13%,147%[activator],35µM*,8,2%,-5%
COc1ccc(-c2nc3c(c(=O)[nH]2)CCN(C(=O)c2ccc(OC)cc2OC)C3)cc1,?,?,6%,2%,9,1%,-8%
O=C1NCCCCCN(C(=O)c2ccc(Cn3ccnc3)o2)[C@H]2CCC[C@@H]12,-18%,-18%,-21%,-2%,-8,i,1%
Cc1ccc(C2(O)CCN(c3ncccc3C(F)(F)F)CC2)nc1,-30%,?,-6%,7%,-11,-9%,5%
CC(C)c1ccc(C(=O)Nc2ccc(-c3nc4ccccc4s3)c(Cl)c2)cc1,.,.,5%,.,12,.,0%
CCn1ccnc1C1CCN(C(=O)CC2NC(=O)NC2=O)CC1 (stereo not given),i,?,7%,1%,-2,-13%,2%
CC(C)(C(=O)NCc1ccccn1)C1CCOCC1,i,6%,?,-11%,30,i,3%[12.5 µM]
Cn1cnnc1SCC(=O)Nc1cc(C(=O)O)cc(C(=O)O)c1,.,.,?,.,-30*,.,4%
Cn1ncc(N2CCC(NC(=O)C3CCOCC3)CC2)cc1=O,-26%,-2%,18%,0%,7,i,8%
COc1ccc2c(c1)c1c(c(=O)n(-c3ccc(F)c(Cl)c3)c(=O)n1Cc1cccc(C)c1)n2C,.,.,4%,.,5,.,15%
CN(Cc1ccc2c(c1)CCO2)C1CCc2nn(C)c(=O)n2CC1 (stereo not given),4%,4%,-26%,8%,-12,i,3%
O=S(=O)(c1ccc2c(c1)CCC2)N1CCCC(Cn2c(C3CC3)nc3cccnc32)C1 (stereo not given),5%,-4%,4%,3%,11,4%,1%
CC(C)NC(=O)c1cn2cc(-c3ccc(C(F)(F)F)cc3)sc2n1,-30%,-34%,58%[activator],.,1,i,-10%
CCOc1ccc(Br)cc1C1C(C(=O)Nc2ccccc2OC)=C(C)Nc2nnnn21 (stereo not given),.,.,11%,.,-6,.,?
COc1ccc(NC(=O)Cn2c3ncccc3c(=O)n2-c2ccc(C)c(C)c2)c(OC)c1,.,.,-4%,.,-14,.,9%
Cc1cc(=O)n(CC(=O)N2C[C@H](CO)C[C@H](CN(C)C)C2)nc1C,1%,-3%,7%,-6%,-10,-2%,2%
C=CCOc1ccccc1OCC(O)CNC(C)C (stereo not given),.,.,44%[25.6 µM],.,-12,i,-4%[23.9 µM]

Taken from above:
Reading for `Cn1ncc(N2CCC(NC(=O)C3CCOCC3)CC2)cc1=O` under HEK293 viab: 8%
Reading for `Cc1ccc(NC(=O)Cn2c(-c3ccccc3)nc(C)c(CCO)c2=O)cc1Cl` under 3T3 cytotox: 28µM*
Reading for `CC(C)c1ccc(C(=O)Nc2ccc(-c3nc4ccccc4s3)c(Cl)c2)cc1` under HEK293 viab: 0%

The listing continues:
smiles,3T3 cytotox,HEK cytotox,SNCA expr inh,FLuc inh,IP6K1 inh,GPT2 inh,HEK293 viab
c1csc(CN2CCn3c(nnc3C3CCCNC3)C2)c1 (stereo not given),-15%[138 µM],1%[172 µM],-25%[87.6 µM],-10%[172 µM],6,4%[88.5 µM],-1%[87.6 µM]
Cc1ccc(CNC(=O)c2cnn(-c3ccc(F)cc3F)c2C2CCN(C(=O)OC(C)(C)C)CC2)cc1,.,.,?,.,-16,.,-20%
COc1cccc(/C=C/c2nc3ccccc3c(=O)n2-c2ccc(C)c(C)c2)c1OC,.,.,-13%,.,-15,.,-9%
CCc1nc2c(c(-c3ccc(Cl)cc3)n1)CN(Cc1cccc(F)c1)CC2,11µM*,20µM*,?,7%,12,i,?
N#Cc1cccc(-c2c(C(=O)NCC3CCCCC3)nc3sccn23)c1,?,-6%,-18%,.,1,3%,3%
CC(=O)N1C[C@@H]2CCCN3CCC[C@@H]([C@H]23)[C@H]1CCCC(=O)NCCCc1ccccc1,-14%,-25%,20%,0%,3,-12%,4%
Cn1ccnc1-c1ccc(N2CCC(C(O)Cc3ccccc3)CC2)nn1 (stereo not given),?,?,-34%,?,5,-17%,-13%
COc1ccc(-c2ccc3nnc(CNC(=O)COc4ccc(F)cc4)n3n2)cc1,-23%,?,2%,0%,8,i,12%
Cc1oc(-c2ccccc2Cl)nc1CS(=O)(=O)CC(=O)NC(C)CCc1ccccc1 (stereo not given),.,.,-26%,.,-3,.,1%
Cc1ccc(O)cc1,.,.,-32%[25.6 µM],.,20,?,-13%[23.9 µM]
CC(=O)OC[C@H]1O[C@@](COC(C)=O)(O[C@H]2O[C@H](COC(C)=O)[C@@H](OC(C)=O)[C@H](OC(C)=O)[C@H]2OC(C)=O)[C@@H](OC(C)=O)[C@@H]1OC(C)=O,.,.,3%[25.6 µM],.,3,-6%,8%[23.9 µM]
COc1cccc([S+](=O)([O-])N2CCCC3(CC(C)=NO3)C2)c1 (stereo not given),3%,i,19%,.,-5,-1%,6%
COc1ccccc1-c1ccc2c(n1)CN(Cc1ccccc1C)C(=O)CO2,-17%[138 µM],?,-4%[87.6 µM],-9%[172 µM],5,-6%[88.5 µM],-4%[87.6 µM]
Cc1ccc2nc(COc3cccc(NC(=O)c4cccc(Cl)c4)c3)cc(=O)n2c1,.,.,13%,.,-7,.,-1%
COc1ccc(OC)c(CNC(=O)c2c(C)oc3ncn(C)c(=O)c23)c1,.,.,-11%,.,10,.,-3%
COC[C@@H]1CCCN1Cc1cn(-c2ccccc2)nc1-c1ccc(OC)cc1F,?,?,-8%,?,3,i,-5%
COc1ccc(NC(=O)O[C@@H]2CO[C@H]3[C@@H]2OC[C@@H]3NC(=O)Nc2ccc(C(C)C)cc2)cc1,-16%,-18%,40%[activator],-10%,0,2%,9%
CCn1ccc(C(=O)N2CC(Oc3ccc(-c4nc(-c5ccccc5)no4)cc3)C2)n1,40µM*,?,?,?,-1,i,?
CCN(C(=O)Cc1nc(-c2ccc(OC)cc2)no1)c1cccc(Cl)c1,.,.,6%,.,1,.,2%
COC(=O)COc1ccc(Oc2nc(NC(C)(C)C)nc(N(C)C)n2)nn1,.,.,-2%,.,-7,.,-2%
CCN1Cc2cc(F)ccc2N(CC(O)COc2ccccc2)CCC1=O (stereo not given),-28%,?,.,.,10,.,.
CC(=O)Nc1cccc(OCc2nnc(C(=O)N3CCC[C@@H]3C(c3ccccc3)c3ccccc3)n2-c2ccccc2)c1,?,?,-13%,3%,16,-5%,?
CC(C)Oc1ccc(C(=O)NCC(c2ccc(N(C)C)cc2)N2CCCC2)cc1 (stereo not given),.,.,36%[activator],.,-11,.,-3%
CC(=O)N1CCC2(C1)C(=O)N(CCc1ccccc1)c1ccccc12 (stereo not given),?,-8%,7%,-5%,-3&23,i,0%

Two of these compounds in another layout:
Value order: 3T3 cytotox | HEK cytotox | SNCA expr inh | FLuc inh | IP6K1 inh | GPT2 inh | HEK293 viab
CCn1ccc(C(=O)N2CC(Oc3ccc(-c4nc(-c5ccccc5)no4)cc3)C2)n1
    40µM* | ? | ? | ? | -1 | i | ?
CCN(C(=O)Cc1nc(-c2ccc(OC)cc2)no1)c1cccc(Cl)c1
    . | . | 6% | . | 1 | . | 2%

The list continues.
smiles,3T3 cytotox,HEK cytotox,SNCA expr inh,FLuc inh,IP6K1 inh,GPT2 inh,HEK293 viab
CC(C)C(=O)N1Cc2ccccc2CC2(CCN(Cc3ccncc3)C2)C1 (stereo not given),-20%,-29%,-18%,.,-5,i,11%
Cc1ccc(NC(=O)Cn2cc(S(=O)(=O)N3CCC(C)CC3)c3ccccc3c2=O)c(Br)c1,.,.,5%,.,0,.,-2%
COc1ccc2[nH]c(C(=O)N3CCC4(CC3)CC(O)CCO4)cc2c1 (stereo not given),2%,2%,103%[activator],-25%,19,i,-9%[12.5 µM]
COc1ccccc1-c1cc(C(=O)NC2CCCCC2)c2cnn(C)c2n1,-29%,-27%,.,.,10,.,.
Cc1ccc(NC(=O)N[C@@H]2C=C(C(=O)N[C@@H](Cc3ccc(O)cc3)C(N)=O)C[C@@H](O)[C@@H]2O)cc1,-3%,2%,14%,-6%,2,i,2%
COc1ccc(C(=O)N2CCC(Oc3ccccc3)C2)cn1 (stereo not given),-21%,?,-3%,6%,27,-5%,-17%
COc1ccccc1C(=O)NC1CCN(c2cc(-c3cccs3)[nH]n2)CC1,?,?,84%[activator],-11%,31,-4%,1%
CCN1C(=O)c2ccccc2S(=O)(=O)c2ccc(C(=O)NCc3ccc(C)cc3)cc21,.,.,-15%,.,12,.,-5%
O=C(CN1CC2CC(C1)[C@H]1CCCC(=O)N1C2)NCCc1ccc(Cl)cc1 (stereo not given in full),-17%,-15%,-4%,-1%,18,i,-6%
CC1(C(=O)N2CCC(c3ccccc3)CC2)COCc2cnc(Nc3ccccc3)nc21 (stereo not given),45µM*,63µM*,?,14%[172 µM],-2,-20%[88.5 µM],?
O=C(NCc1cccs1)c1nc(-c2ccc(F)cc2)c2ccccn12,?,?,30%,-1%,1,2%,3%
COCCc1noc(C2CN(C(=O)c3cn(C)cn3)C2)n1,i,i,-3%,2%,21,-2%,-5%
CCc1cccc(CC)c1NC(=O)Cn1nnc2sc3c(c2c1=O)CCCC3,.,.,-8%,.,2,.,11%
CCN1CCN(Cc2cc3ccc(C)cc3nc2-c2ccc(OC)c(OC)c2)CC1,-28%,?,9%,2%,20,3%,-18%
CCOc1ccc(NC(=O)NC(C)c2c(-n3cccc3)sc(C)c2C)cc1 (stereo not given),.,.,?,.,4,.,0%
O=C(NCCCN1CCc2ccccc2C1)C1CCc2ncc(-c3ccc(F)cc3)n2C1 (stereo not given),?,?,13%,-6%,13,-5%,-2%

Not all compounds are listed (hit frequency here may not be typical).
